# Screening results from PubChem BioAssay.
# aSyn yeast inh = inhibitors of alpha-synuclein toxicity in yeast; Yeast expressing alpha-synuclein, growth rescue, BacTiter-Glo, 24 h; Potency, µM (titrated, usually from 46.1 µM), without a hit: at the top dose growth rescue (activation), usual class: activators; actives 0.14% (n = 370,000); also: potency is read from the fitted curve at half-maximal effect; % of control where 0% means no effect; nearly all actives have a fitted effect of over 65% in size
#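 Screening used galactose-induced yeast with toxic alpha-synuclein levels, exposed to compound for 24 hr at 30 deg C. Cell growth, read with BacTiter-Glo luminescence, gave the measured signal.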
# KB-V1 MDR tox = kills drug-selected multidrug resistant KB-V1 cells. actives 3.4% (n = 400,000). KB-V1 MDR cells viability, CellTiter-Glo, 72 h. Potency, µM (highest dose often 46.1 µM), for the others: at the highest dose activity change, negative = cytotoxicity, most hits filed as cytotoxic; also: potency is read from the fitted curve at half-maximal effect; % is scaled to controls: 0 for no effect and ±100 for the full control effect; nearly all actives have a fitted effect of over 60% in size
#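 Cytotoxicity via CellTiter-Glo luminescence after 72 h compound exposure at 37 degrees C. Cells: drug-selected KB-V1 line, DMEM phenol-red free plus 10% FBS. Compounds tested at multiple concentrations; normalized data fitted to concentration-effect curves.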
# DRD3 agonist = activates the human D3 dopamine receptor; D3R DiscoveRx beta-arrestin cells, luminescence, 90 min; max activation, %; P35462; actives 0.58% (n = 410,000); in the data active = max activation above about 30%; also: 0% is about no effect; mostly tested at two doses, the higher about 12 µM
# Target sequence (P35462 whole entry, looked up): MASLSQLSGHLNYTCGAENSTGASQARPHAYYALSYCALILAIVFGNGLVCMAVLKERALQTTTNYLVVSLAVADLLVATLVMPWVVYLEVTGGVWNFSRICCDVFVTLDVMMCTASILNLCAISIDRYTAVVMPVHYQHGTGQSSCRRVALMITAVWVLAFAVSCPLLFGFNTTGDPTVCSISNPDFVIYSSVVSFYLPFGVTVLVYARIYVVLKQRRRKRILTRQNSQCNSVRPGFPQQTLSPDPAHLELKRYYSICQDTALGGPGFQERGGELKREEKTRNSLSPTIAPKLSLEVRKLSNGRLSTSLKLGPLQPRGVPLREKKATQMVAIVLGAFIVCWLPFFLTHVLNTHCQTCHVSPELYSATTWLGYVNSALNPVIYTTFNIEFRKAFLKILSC
#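 Agonist mode: compounds and dopamine controls were applied to plated cells for 90 min at 37 degrees C after an overnight attachment at 1500 cells/well. Luminescent read-out followed 30 - 60 minutes at room temperature with DiscoveRx detection reagent.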
# GLP-1R inv ag = inverse agonists of human GLP-1 receptor. actives 1.6% (n = 410,000). HEK293 GLP-1R CRE-luciferase, luminescence, 24 h; GLP-1R form is constitutively active. P43220. Potency, µM (series often up to 38.3 µM), inactives show top-dose activity change, negative = inhibition, actives largely listed as inhibitors; also: potency is read from the fitted curve at half-maximal effect; % is scaled to controls: 0 for no effect and ±100 for the full control effect; nearly all actives have a fitted effect of over 55% in size
#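 HEK293 cells stably co-expressing constitutively active GLP-1R and a cAMP-responsive luciferase reporter were seeded in DMEM with 10% Nu serum, given compounds after 12 h, and incubated 24 h at 37 deg C. Luminescence was then read.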
# GLP-1R agonist = activates the human GLP-1 receptor; HEK293 GLP-1R CRE-luciferase, luminescence, 4-6 h; cells express a hypersensitive GLP-1R form; Potency, µM (series often up to 45.6 µM), inactives show top-dose activation, most hits filed as activators; actives 0.007% (n = 380,000); also: potency is read from the fitted curve at half-maximal effect; % of control where 0% means no effect
# HEK293 tox = cytotoxic in the GLP-1 receptor inverse agonist counter-screen; actives 0.13% (n = 410,000); Potency, µM (titrated, usually from 38.3 µM), inactives show at the top dose activity change, negative = inhibition, most hits filed as inhibitors; AID 624418; HEK293 cAMP-luciferase reporter cells, luminescence, 24 h;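 also: loss of luciferase light is scored as toxicity; potency is read from the fitted curve at half-maximal effect; % is scaled to controls: 0 for no effect and ±100 for the full control effect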
#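 Step one: seed cells (200 cells/uL, DMEM with 10% Nu serum, 1% pen-strep). Step two: 12-hour incubation at 37 deg C. Step three: pin 23 nL compound, incubate 24 hr. Step four: add luciferase reagent, read luminescence 12 min later.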
# TDP-43 yeast inh = inhibitors of TDP-43 toxicity in yeast; Potency, µM (series often up to 46.1 µM), without a hit: top-dose growth rescue (activation), usual class: activators; TDP-43 expressing yeast growth rescue, BacTiter-Glo, 24 h; AID 652104; actives 1.8% (n = 410,000); also: potency is read from the fitted curve at half-maximal effect; % of control where 0% means no effect; nearly all actives have a fitted effect of over 50% in size
#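 Yeast cells expressing TDP-43 under galactose induction are exposed to compounds for 24 hr at 30 deg C. BacTiter-Glo luminescence measures growth, so protective compounds score as activators.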
# PTHR1 ag = agonists of human PTHR1 parathyroid hormone receptor; Potency, µM (titrated, usually from 115 µM), inactives show top-dose activation, most hits filed as activators; HEK293 GP2 PTHR1 cells, GloSensor cAMP luminescence, 1 h; actives 0.075% (n = 410,000); Q03431; also: potency is read from the fitted curve at half-maximal effect; nearly all actives have a fitted effect of over 55% in size; some results filed as inactive show a strong effect at the top dose; inactives centre near -15; many of its hits are not listed in these tables
# Target sequence (Q03431 whole entry, looked up): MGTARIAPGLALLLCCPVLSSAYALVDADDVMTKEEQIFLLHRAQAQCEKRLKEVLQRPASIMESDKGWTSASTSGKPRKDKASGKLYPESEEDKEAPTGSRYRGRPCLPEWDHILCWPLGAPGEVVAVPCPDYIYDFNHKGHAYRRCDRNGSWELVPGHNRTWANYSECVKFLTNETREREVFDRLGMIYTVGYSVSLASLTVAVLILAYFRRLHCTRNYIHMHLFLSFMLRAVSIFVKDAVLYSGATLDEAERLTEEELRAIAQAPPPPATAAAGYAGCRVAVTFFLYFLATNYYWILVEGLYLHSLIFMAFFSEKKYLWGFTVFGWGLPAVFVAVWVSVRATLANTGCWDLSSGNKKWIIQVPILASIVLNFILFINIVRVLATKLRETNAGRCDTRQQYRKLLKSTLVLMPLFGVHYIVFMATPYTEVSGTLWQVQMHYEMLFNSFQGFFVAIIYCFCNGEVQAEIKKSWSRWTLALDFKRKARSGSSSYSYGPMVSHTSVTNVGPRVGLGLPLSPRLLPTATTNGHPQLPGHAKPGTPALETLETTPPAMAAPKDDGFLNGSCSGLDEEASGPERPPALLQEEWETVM
#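 HEK-293-derived GP2 cells expressing PTHR1 and a GloSensor cAMP reporter, 3,000/well, plated overnight, given luciferin plus IBMX (each 0.5 mM as added) for 1 h at 37 °C, then compound for 1 h at 37 °C. Luminescence was read after 15 min at room temperature.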
# D3 antag = antagonists of human D3 dopamine receptor; P35462; actives 2.5% (n = 360,000); max response, negative = inhibition, %; AID 652054; D3R cells, DiscoveRx beta-arrestin luminescence, antagonist mode; stronger effect = lower value; in the data active = max response below about -50%; inconclusive = no clear call, values can overlap the other calls; also: % is scaled to controls: 0 for no effect and ±100 for the full control effect; mostly tested at two doses, the higher about 12 µM
#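 Cells plated overnight at 1500 cells/well, then exposed to library compounds with dopamine controls for 90 minutes at 37 degrees C. DiscoveRx reagent added for 30–60 minutes at room temperature; luminescence read, quantitative HTS format.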
# Active calls of the source: *; i = inactive; ? = inconclusive; . = no result given; [ ] = dose if it differs, or a comment. Unless noted, calls follow the shape of the dose curve; as a rule, active = well fitted curve in the direction sought with a large enough effect; inconclusive = small, poorly fitted or top-dose-only effect, or another doubt; inactive = no such curve, though single readings can be large; an effect the other way counts as inactive or inconclusive. This is a subset (hit frequency here may not be typical).
SMILES,aSyn yeast inh,KB-V1 MDR tox,DRD3 agonist,GLP-1R inv ag,GLP-1R agonist,HEK293 tox,TDP-43 yeast inh,PTHR1 ag,D3 antag
Cc1c(C(=O)NCCc2ccccc2)cccc1-n1cnc2cccnc21,.,-6.4%,7.3,14.8%,.,-9.5%,10.7%,i,.
Cc1ccc2oc(C(=O)Nc3ccc(S(=O)(=O)N4CCCCCC4)cc3)cc(=O)c2c1,.,-0.9%,-0.1,4.6%,.,-3.0%,21.9%,i,.
c1ccc(OCCN2C3=NCCN3c3ccccc32)cc1,-0.2%,-12.5%,3.8,-29.4%,5.2%,-18.9%,6.4%,-8.7%[57.5 µM],?
CCc1ccc(S(=O)(=O)c2cn(C)c3ccc(C)cc3c2=O)cc1,.,-3.7%,8.0,29.6%,.,3.1%,20.6%,-0.6%,.
Cc1ccc(S(=O)(=O)CCC(=O)NC2CCCCC2)cc1,-13.7%[1.84 µM],22.3%,-1.2,1.1%,3.6%,8.5%,4.1%,i,-1.8
COc1cccc(NC(=O)Cn2c(CCC(=O)O)ccc2-c2ccccc2)c1,11.5%,-18.2%,4.1,6.5%,7.6%,0.3%,-13.0%,i,4.1
Cc1nc(-c2ccc(Cl)cc2)sc1C1(C)CC(c2cccc(F)c2)=NO1 (stereo not drawn),10.4%,3.6%,9.5,-11.1%,14.6%,-2.9%,22.1%,-19.4%,4.5
O=C(CC1C(=O)NCCN1C(=O)Nc1ccc(C(F)(F)F)cc1)Nc1ccc(F)cc1 (stereo not drawn),-7.3%,8.4%,4.5,?,-6.5%,-13.6%,2.2%,-32.7%[inhibitor],17.4
COC(=O)c1ccc(C23CC4(C2)[C@H](CN(Cc2ccc(-c5ccccc5)cc2)[C@@H]4c2ccccc2)C3c2ccc(C(F)(F)F)cc2)cc1 (stereo partly drawn),1.9%,-18.1%,7.1,-4.4%,-4.4%,-2.4%,12.0%,i,-7.6
C(=C\c1ccccc1)/C=N/Nc1nc(N2CCCCC2)nc(N2CCCCC2)n1,-10.9%,?,1.7,1.8%,-10.6%,-9.1%,-2.3%,-1.4%[57.5 µM],9.7
C#CCOCCOCCOCCNc1nc(N2CCN(C(=O)[C@H](C)n3cc(CCC(=O)O)nn3)CC2)nc(N2CCN(C(=O)[C@H](CCCCN)n3cc(CCCC)nn3)CC2)n1,-8.5%,1.8%,-1.2,2.9%,3.5%,8.6%,8.4%,-11.8%,-6.3
CCOc1cc(-c2nnc(NC(=O)c3ccco3)o2)cc(OCC)c1OCC,-5.3%,?,-3.2,5.1%,-11.5%,5.0%,?,-0.6%,-14.8
COc1ccc([C@@H]2C[C@@H](c3ccccc3)Oc3cc(OC)c(OC)c(OC)c32)cc1,-0.5%,?,-1.4,?,8.0%,3.2%,8.2%,i,-3.1
CN(C)CCNC(=O)Nc1ccc(Cl)c(Cl)c1,-11.8%,-6.8%,-14.5,11.2µM*,-13.9%,-10.1%,-6.8%,i,-28.1
CC(C)(C)OC(=O)N[C@@H](C(=O)OC(C)(C)C)c1ccccc1,5.4%,-2.8%,-12.1,-24.7%,13.5%,13.2%,4.7%,i,-18.4
Nc1nnc(Cc2ccc(F)cc2)s1,-1.2%,13.2%,-9.5,7.7%,-2.3%,-6.7%,-6.9%,-17.9%,-19.9
CCOC(=O)C1=C(c2ccccc2)NC(SCC)=C(C#N)C1c1cccnc1 (stereo not drawn),-9.5%,-16.3%,-1.2,?,3.5%,-18.7%,-10.3%,-17.1%,-21.0
O=C(c1cccs1)N1CCc2c([nH]c3ccccc23)C1c1ccc(Cl)cc1 (stereo not drawn),18.2%,11.6µM*,-5.7,?,-2.3%,2.9%,0.1%,i,-53.4*
COC(=O)c1ccc(Cl)cc1NC(=O)N1CC(C)Oc2ccccc21 (stereo not drawn),.,-6.2%,-10.5,-0.6%,.,1.3%,16.4%,i,.
O=C(Cn1cc([N+](=O)[O-])cn1)NCc1ccc(-n2cccn2)cc1,-3.3%,-4.1%,6.1,-7.5%,-1.6%,15.1%,-15.4%,-4.5%,-4.0

# Some values from above:
# COc1ccc([C@@H]2C[C@@H](c3ccccc3)Oc3cc(OC)c(OC)c(OC)c32)cc1 – aSyn yeast inh: -0.5%
# COc1cccc(NC(=O)Cn2c(CCC(=O)O)ccc2-c2ccccc2)c1 – TDP-43 yeast inh: -13.0%
# CCOc1cc(-c2nnc(NC(=O)c3ccco3)o2)cc(OCC)c1OCC – aSyn yeast inh: -5.3%
# COC(=O)c1ccc(C23CC4(C2)[C@H](CN(Cc2ccc(-c5ccccc5)cc2)[C@@H]4c2ccccc2)C3c2ccc(C(F)(F)F)cc2)cc1 (stereo partly drawn) – D3 antag: -7.6
# Cc1ccc2oc(C(=O)Nc3ccc(S(=O)(=O)N4CCCCCC4)cc3)cc(=O)c2c1 – KB-V1 MDR tox: -0.9%
# c1ccc(OCCN2C3=NCCN3c3ccccc32)cc1 – TDP-43 yeast inh: 6.4%

# More compounds:
SMILES,aSyn yeast inh,KB-V1 MDR tox,DRD3 agonist,GLP-1R inv ag,GLP-1R agonist,HEK293 tox,TDP-43 yeast inh,PTHR1 ag,D3 antag
COc1ccc(CCNC(=O)CSc2nncs2)cc1,1.6%,-20.6%,-2.5,8.7%,-2.2%,1.6%,17.4%,i,8.6
COC(=O)c1ccc(CCc2cc(O)c(Br)cc2O)cc1,-17.5%,-20.2%,-8.1,65.8%[activator],4.5%,-21.9%,?,-36.7%,-5.6
O=C(NC1CCCCC1)c1ccccc1NC(=S)NC(=O)C1CC1,3.4%,?,-1.8,3.7%,-3.1%,27.4%,9.9%,i,-10.6
CCC1(CC)CNC(=O)NC1,-0.3%,?,-7.7,1.7%,4.2%,-6.3%,-9.7%,i,1.9
CC(C)(C)NC(=O)CSc1nc2ccc(Nc3nc(N4CCOCC4)nc(N4CCOCC4)n3)cc2s1,?,?,0.8,?,3.2%,?,11.2µM*,i,36.1
COc1ccc(CCn2c(C)cc(C(=O)CSc3nnnn3-c3ccccc3)c2C)cc1,-1.3%,0.1%,0.3,-10.9%,-10.0%,-10.7%,13.1%,-3.9%,24.2
CC(=O)Oc1ccc(/C=N/NS(=O)(=O)c2ccc(C)cc2)c(OC(C)=O)c1,7.4%,11.1%,-1.3,8.8%,2.1%,3.3%,14.0%,-92.6%[inhibitor],-22.1
CCOc1ccccc1N(CC(=O)NC1CCCC1)S(=O)(=O)c1ccc(C)cc1,-0.4%,?,-6.6,?,10.5%,7.9%,-22.8%,-0.5%,-15.0
Cc1ccc(/C=C/C(=O)NCc2ccncc2)cc1,0.0%,24.0%,-15.7,0.0%,-12.7%,20.2%,6.8%,i,-26.2
CSc1ccccc1NC(=O)C1CCN(S(C)(=O)=O)CC1,0.0%,1.6%,8.4,23.9%,-2.4%,16.0%,13.7%,-83.2%[inhibitor],0.4
CC(C(=O)Nc1cc(C(F)(F)F)ccc1N1CCOCC1)N1C(=O)C2CCCCC2C1=O (stereo not drawn),2.0%,14.3%,6.0,7.3%,4.5%,1.2%,20.4%,-1.0%,14.5
CN(C)c1ccc(-c2csc(C(C)(O)c3ccc(F)c(F)c3)n2)cc1 (stereo not drawn),11.1%,-0.7%,-2.4,?,16.1%,-8.2%,11.2%,-33.8%[inhibitor],7.9
O=[N+]([O-])c1c(NCCCO)cc(N2CCN(Cc3ccc4c(c3)OCO4)CC2)c2nonc12,1.6%,16.4µM*,5.3,6.9%,2.3%,?,3.1%,-14.7%,11.5
COc1ccc(NC(=O)CSc2nc3c(c(=O)n2-c2ccccc2)SCC3)c(OC)c1,5.9%,-21.5%,2.3,-4.5%,4.8%,-16.2%,7.0%,i,2.6
CCC(C)C(=O)Nc1nnc(SCC(=O)NC2CCCC2)s1 (stereo not drawn),1.5%,-3.4%,0.6,-17.1%,2.6%,-9.5%,-7.0%,i,10.1
O=C(COc1cccc(Cl)c1)NCC(c1cccs1)N1CCOCC1 (stereo not drawn),5.7%,-16.9%,-3.9,7.8%,2.1%,-5.9%,17.6%,-19.1%,0.3
COc1ccc(S(=O)(=O)N2CCC(N3CCN(Cc4ccccc4)CC3)CC2)cc1,1.2%,8.7%,-6.7,-27.9%,14.1%,-7.6%,-5.5%,i,-26.3
CC(c1cccs1)N(Cc1ccco1)C(=S)Nc1ccc(F)c(Cl)c1 (stereo not drawn),13.5%,0.0%,3.2,23.8%,4.5%,0.9%,-7.4%,i,1.2
Nc1cc(N)nc(SCc2ccc(Cl)cc2)n1,-34.8%[inhibitor],?,-1.3,8.9%,-0.9%,15.8%,-7.3%,-11.8%,2.4
Cc1cccc(OCCOC(=O)CN2C(=O)NC3(CCCC3)C2=O)c1,1.4%,8.8%,-7.3,-32.2%,1.2%,-10.8%,14.0%,-23.0%,-2.9
CCOC(=O)c1ccc(NC(=O)c2ccc3c(c2)OCO3)cc1,-14.4%,-12.5%,-1.9,-16.3%,-0.9%,-17.9%,4.4%,-15.9%[57.5 µM],-19.2
O=C(CCl)c1ccc2[nH]c(=O)oc2c1,-6.2%,-5.8%,2.7,11.2%,0.7%,14.2%,?,i,-8.7
CCc1cccc2c(C(=O)COC(=O)c3nccnc3N)c[nH]c12,-1.6%,?,-4.4,-13.3%,-8.9%,3.6%,-1.4%,-7.2%,-19.5

# Profiles, looked up by structure. Order of values: aSyn yeast inh | KB-V1 MDR tox | DRD3 agonist | GLP-1R inv ag | GLP-1R agonist | HEK293 tox | TDP-43 yeast inh | PTHR1 ag | D3 antag
# CSc1ccccc1NC(=O)C1CCN(S(C)(=O)=O)CC1 as listed: 0.0% | 1.6% | 8.4 | 23.9% | -2.4% | 16.0% | 13.7% | -83.2%[inhibitor] | 0.4
# Cc1cccc(OCCOC(=O)CN2C(=O)NC3(CCCC3)C2=O)c1 as listed: 1.4% | 8.8% | -7.3 | -32.2% | 1.2% | -10.8% | 14.0% | -23.0% | -2.9
